# Bioassay records deposited in PubChem by Sanford-Burnham Center for Chemical Genomics.
# SENP8 block-1: human SENP8 protease inhibitors, primary screen, biochemical, fluorescence, Nedd8 protein substrate, uHTS; Sentrin-specific protease 8 (Homo sapiens), Q96LD8; recombinant SENP8; inhibition, % at 20 µM; 360,000 compounds, 0.64% hits; AID 602440, 2012; in the data active = inhibition mostly above about 40%, no sharp cut-off; inactive = mostly below about 27%
# Apaf-1 inh: inhibitors of human Apaf-1 apoptosome, primary screen, biochemical, DEVD-Rh110 fluorescence, uHTS. reconstituted apoptosome caspase-3 activity. inhibition, % at 20 µM. 330,000 compounds, 0.71% hits. AID 489030, 2010; active = inhibition of at least 40% at 20 µM;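 note: plate controls were DMSO wells for no effect and DEVD-CHO caspase inhibitor wells for full effect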
# Target sequence (O14727 whole entry, looked up): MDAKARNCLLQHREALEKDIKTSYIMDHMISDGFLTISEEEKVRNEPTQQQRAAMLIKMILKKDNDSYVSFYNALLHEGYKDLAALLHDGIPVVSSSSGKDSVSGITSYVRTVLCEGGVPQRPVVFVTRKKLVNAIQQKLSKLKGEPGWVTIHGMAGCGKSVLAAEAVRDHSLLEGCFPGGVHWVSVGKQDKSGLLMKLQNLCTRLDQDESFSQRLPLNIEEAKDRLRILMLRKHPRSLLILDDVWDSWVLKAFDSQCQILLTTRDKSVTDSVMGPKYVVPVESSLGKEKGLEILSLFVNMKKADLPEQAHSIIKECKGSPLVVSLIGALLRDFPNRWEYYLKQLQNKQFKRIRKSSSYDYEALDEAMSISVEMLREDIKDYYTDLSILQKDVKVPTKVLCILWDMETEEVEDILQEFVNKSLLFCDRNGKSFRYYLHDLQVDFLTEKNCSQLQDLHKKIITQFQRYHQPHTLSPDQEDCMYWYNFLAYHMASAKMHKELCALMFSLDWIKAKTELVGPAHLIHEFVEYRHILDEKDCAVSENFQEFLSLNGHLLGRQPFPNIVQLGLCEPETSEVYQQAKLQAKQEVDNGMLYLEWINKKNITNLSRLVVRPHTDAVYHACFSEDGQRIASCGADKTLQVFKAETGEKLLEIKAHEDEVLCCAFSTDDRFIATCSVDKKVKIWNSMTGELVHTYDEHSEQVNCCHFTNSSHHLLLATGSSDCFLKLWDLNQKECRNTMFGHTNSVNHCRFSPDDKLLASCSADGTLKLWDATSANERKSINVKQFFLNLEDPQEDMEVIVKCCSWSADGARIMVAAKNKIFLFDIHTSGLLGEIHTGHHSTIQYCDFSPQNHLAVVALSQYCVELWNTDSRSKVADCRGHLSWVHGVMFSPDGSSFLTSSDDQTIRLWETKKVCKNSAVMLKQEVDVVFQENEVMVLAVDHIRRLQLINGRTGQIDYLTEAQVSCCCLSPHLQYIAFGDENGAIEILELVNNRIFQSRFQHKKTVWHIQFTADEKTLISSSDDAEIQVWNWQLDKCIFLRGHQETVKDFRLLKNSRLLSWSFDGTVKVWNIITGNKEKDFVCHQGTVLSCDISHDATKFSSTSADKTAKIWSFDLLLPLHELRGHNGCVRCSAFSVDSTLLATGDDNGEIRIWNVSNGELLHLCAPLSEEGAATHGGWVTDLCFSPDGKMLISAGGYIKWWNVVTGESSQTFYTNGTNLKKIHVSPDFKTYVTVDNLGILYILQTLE
#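 Material: reconstituted apoptosome with Apaf-1, cytochrome c, caspase-9, procaspase-3, dATP. Technique: Rh110 fluorescence intensity. Buffer or medium: pH 7.5 Hepes buffer with CHAPS, BSA, DTT. Times: 30 min plus 50 min, RT.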
# SENP8 block-2: SENP8 protease inhibitors, primary screen, biochemical, luminescence. Sentrin-specific protease 8 (Homo sapiens), Q96LD8. purified SENP8, Z-RLRGG-aminoluciferin cleavage. inhibition, % at 10 µM. 330,000 compounds, 1.2% hits. AID 2540, 2010; in the data active = inhibition above about 50%
# SENP6 block: SENP6 protease inhibitors, primary screen, biochemical, luminescence, uHTS; Sentrin-specific protease 6 (Homo sapiens), Q9GZR1; Recombinant SENP6 catalytic domain, aminoluciferin luminescence; inhibition, % at 10 µM; 330,000 compounds, 1.8% hits;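 active = inhibition above about 50% at the single tested dose, limit read from the data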;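 note: plate controls were DMSO wells with enzyme for no effect and DMSO wells lacking enzyme for full effect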
# PfG6PD inh: PfG6PD enzyme inhibitors, primary screen, biochemical, fluorescence intensity, uHTS. inhibition, % at 20 µM. glucose-6-phosphate dehydrogenase-6-phosphogluconolactonase (Plasmodium falciparum 3D7). 350,000 compounds, 0.78% hits. PfGluPho enzyme, NADPH resazurin-diaphorase fluorescence;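 active = inhibition reaching at least a set limit at 20 µM in the primary screen, cut at about 59% in these data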;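 note: 0% = DMSO wells with substrate and 100% = DMSO wells lacking glucose-6-phosphate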
# SENP7 block: SENP7 protease inhibitors, primary screen, biochemical, luminescence, uHTS; AID 434973, 2010; recombinant SENP7, Z-RLRGG-aminoluciferin luminescence, 40 min; 330,000 compounds, 1.5% hits; inhibition, % at 5 µM; Sentrin-specific protease 7 (Homo sapiens), Q9BQF6;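 active = inhibition above about 50% at the single test dose, limit read from the data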;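 note: plate controls were DMSO with enzyme for no effect and no enzyme buffer wells for full effect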
# NLRP3 yeast inh: NALP3 inflammasome inhibitors in reconstituted yeast, primary screen, luminescence, uHTS; 330,000 compounds, 0.39% hits; inhibition, % at 10 µM; Yeast reconstituted NLRP3/ASC/caspase-1, beta-gal luminescence, 24 h;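 active = inhibition of 50% or more; inactive = inhibition below 50%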;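 note: plate controls were induced DMSO wells for no effect and uninduced yeast grown without galactose for full effect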
# SENP1 FRET inh: human SENP1 catalytic domain inhibitors, primary screen, biochemical, FRET, uHTS; AID 624204, 2012; 360,000 compounds, 0.21% hits; inhibition, % at 10 µM; recombinant SENP1 catalytic domain, CyPet-SUMO1-YPet FRET cleavage;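 active = inhibition at least 30% at 10 µM, raw YFP signal under a set limit, fluorescence ratio 0.5 to 1.5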;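 note: 0% = enzyme with DMSO and 100% = no enzyme wells; some results filed as inactive read as strong as hits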
#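 Compound: 10 µM single point, 0.5% DMSO; Test system: hSENP1 catalytic domain, recombinant; Timing: 50 min reaction at room temperature; Technique: FRET, CFP and YFP emission; Control set: no-enzyme wells low, DMSO-plus-enzyme wells high control.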
# HKDC1 inhibitor: HKDC1 hexokinase inhibitors, primary screen, biochemical, fluorescence, uHTS; recombinant HKDC1, G6PDH/diaphorase resazurin coupled fluorescence; inhibition, % at 20 µM; 340,000 compounds, 0.16% hits;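 active = inhibition above about 35% when tested at 20 µM, limit read from the data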;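 note: plate controls were DMSO wells with enzyme for no effect and DMSO wells lacking enzyme for full effect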
#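 Test system: recombinant HKDC1 (HK5) hexokinase enzyme, produced in-house / Doses: 20 µM test compound, 1% DMSO / Timing: 90 min, room temperature / Detection: G6PDH/diaphorase-coupled fluorescence, 1 mM NADP, 100 µM resazurin, 525/613 nm / Control set: DMSO wells with and without enzyme mix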
# * hit, by the source's call; nt = no result given.
# Start of the data: the first nine records, ahead of the listing:
1) O=C1CC(C(=O)Nc2ccccc2)C2(CCCCC2)O1 (stereo not drawn)
2) CCN(C(=O)COC(=O)c1cncc(Br)c1)C1CCS(=O)(=O)C1 (stereo not drawn)
3) CC1CC(C)CN(C(=O)Cn2c(=O)c3cccn3c3cccnc32)C1 (stereo not drawn)
4) COc1ccc(/C=C2/SC(=O)N(CCC(=O)Nc3ccc(C)cc3)C2=O)cc1OC
5) Cc1cc(NCCO)c2cc(O)ccc2n1
6) Fc1ccc(Cn2c(SCc3ccc(F)c(C(F)(F)F)c3)nnc2C(F)(F)F)cc1
7) O=C1CC(c2ccco2)CC2=C1C1c3ccccc3C(=O)N1c1ccccc1N2 (stereo not drawn)
8) Cc1ccc(C(=O)Nc2ncccc2O)cc1S(=O)(=O)N1CCCCC1
9) O=C1C2CCCCN2C(=O)N1CCCCN1CCN(c2cccc(Cl)c2)CC1 (stereo not drawn)
Compound	1	2	3	4	5	6	7	8	9
SENP8 block-1	24	6	-63	nt	-283	1	17	7	18
PfG6PD inh	-28	-2	10	nt	1	6	9	-21	-7
HKDC1 inhibitor	3	-3	5	nt	2	18	-1	2	-3
NLRP3 yeast inh	8	9	2	-6	12	14	9	0	5
SENP8 block-2	5	-4	-7	2	-11	2	-4	-8	4
Apaf-1 inh	-7	-4	6	-3	-8	21	17	2	5
SENP1 FRET inh	1	0	-36	nt	-63	1	-1	1	2
SENP6 block	-3	3	-9	11	3	1	-4	-13	7
SENP7 block	2	0	-8	1	-5	8	-4	-6	-7

# All compounds of this part, repeating the preview:
1) O=C1CC(C(=O)Nc2ccccc2)C2(CCCCC2)O1 (stereo not drawn)
2) CCN(C(=O)COC(=O)c1cncc(Br)c1)C1CCS(=O)(=O)C1 (stereo not drawn)
3) CC1CC(C)CN(C(=O)Cn2c(=O)c3cccn3c3cccnc32)C1 (stereo not drawn)
4) COc1ccc(/C=C2/SC(=O)N(CCC(=O)Nc3ccc(C)cc3)C2=O)cc1OC
5) Cc1cc(NCCO)c2cc(O)ccc2n1
6) Fc1ccc(Cn2c(SCc3ccc(F)c(C(F)(F)F)c3)nnc2C(F)(F)F)cc1
7) O=C1CC(c2ccco2)CC2=C1C1c3ccccc3C(=O)N1c1ccccc1N2 (stereo not drawn)
8) Cc1ccc(C(=O)Nc2ncccc2O)cc1S(=O)(=O)N1CCCCC1
9) O=C1C2CCCCN2C(=O)N1CCCCN1CCN(c2cccc(Cl)c2)CC1 (stereo not drawn)
10) CN1C(=O)C2(c3ccccc31)C1CCCC=C1C(C#N)=C(N)C2(C#N)C#N (stereo not drawn)
Compound	1	2	3	4	5	6	7	8	9	10
SENP8 block-1	24	6	-63	nt	-283	1	17	7	18	-11
PfG6PD inh	-28	-2	10	nt	1	6	9	-21	-7	0
HKDC1 inhibitor	3	-3	5	nt	2	18	-1	2	-3	7
NLRP3 yeast inh	8	9	2	-6	12	14	9	0	5	14
SENP8 block-2	5	-4	-7	2	-11	2	-4	-8	4	3
Apaf-1 inh	-7	-4	6	-3	-8	21	17	2	5	-2
SENP1 FRET inh	1	0	-36	nt	-63	1	-1	1	2	-9
SENP6 block	-3	3	-9	11	3	1	-4	-13	7	-20
SENP7 block	2	0	-8	1	-5	8	-4	-6	-7	-9

11) CCOc1ccc(/C=C2/C(=O)N(c3ccc(OC)cc3)C(=S)N2CC(=O)OC)cc1OCC
12) Cc1cc(NC(=O)CS(=O)CC(=O)Nc2c(C)cccc2C)ccc1-n1cnnn1 (stereo not drawn)
13) O=C(O)c1cc2c(cc1NC(=O)C1CCCC1)OCCO2
14) O=C(NCc1ccccn1)C1CCC(CNS(=O)(=O)c2cccc3nsnc23)CC1 (stereo not drawn)
15) OC(CNCc1ccccc1)COc1ccccc1 (stereo not drawn)
16) COc1ccccc1N1CCN(C(=O)c2sc3ncnc(N4CCN(c5ccccn5)CC4)c3c2C)CC1
17) O=C(c1ccc(-c2ccccc2)cc1)C1CCCN(Cc2ccncc2)C1 (stereo not drawn)
18) CC(C)(C)Nc1nc(Nc2ccc([N+](=O)[O-])cc2)nc(NC(C)(C)C)n1
19) Cc1ccc(S(=O)(=O)N(C)C)cc1-n1c(SCC(=O)N(C)C)nc2ccccc2c1=O
20) Cc1ccc(Cl)cc1NC(=O)Nn1cnnc1
Compound	11	12	13	14	15	16	17	18	19	20
SENP8 block-1	-30	1	-51	22	14	16	5	20	17	4
PfG6PD inh	10	0	-3	-12	-8	-2	9	11	-11	-1
HKDC1 inhibitor	0	-4	-2	2	-2	1	-2	8	-1	1
NLRP3 yeast inh	15	12	4	2	18	13	48	0	2	7
SENP8 block-2	-2	8	-4	1	-3	1	1	-5	-6	3
Apaf-1 inh	14	-3	5	2	2	32	25	3	-6	3
SENP1 FRET inh	-23	1	3	2	0	2	3	-2	1	4
SENP6 block	-38	8	-2	-22	-9	-37	-8	-21	-4	-1
SENP7 block	2	-3	15	-10	3	-5	0	-4	-4	5

21) N#Cc1ccccc1OCC(=O)OCC(=O)NCc1ccc2c(c1)OCO2
22) COc1ccccc1/C=C/C(=O)NCCc1ccccn1
23) CCCC(=O)Nc1cc(S(=O)(=O)N(CC)CC)ccc1Cl
24) O=C(NCCc1ccccc1)C1c2ccccc2C(=O)N1Cc1cccs1 (stereo not drawn)
25) COc1ccc(-n2c(SCC3OCCO3)nc3c(sc(=S)n3-c3ccccc3)c2=O)cc1OC
26) CCOC(=O)c1sc2ncnc(N3CCN(c4ccc(OC)cc4)CC3)c2c1C
27) O=C(CCc1nc(-c2ccccc2)no1)N1CCCC1
28) CS(=O)(=O)c1ccc2nc(NC(=O)c3ccc(NS(=O)(=O)c4cccc([N+](=O)[O-])c4)cc3)sc2c1
29) O=C(CSc1ncn[nH]1)CSc1ncn[nH]1
30) Cc1cccc(NC(=O)C2C3CCC4C(CCC32)C4(Cl)Cl)c1 (stereo not drawn)
Compound	21	22	23	24	25	26	27	28	29	30
SENP8 block-1	16	-44	19	35	23	14	7	39	8	2
PfG6PD inh	2	-16	1	1	7	2	1	-10	6	8
HKDC1 inhibitor	0	-4	-3	-6	17	6	-5	2	4	-9
NLRP3 yeast inh	-3	20	13	-4	3	17	7	28	4	15
SENP8 block-2	6	3	-2	-4	1	1	-16	39	5	-3
Apaf-1 inh	12	2	4	-2	1	19	-7	-2	-11	2
SENP1 FRET inh	6	0	-1	3	3	1	5	-1	0	2
SENP6 block	-24	-20	-4	-35	-7	-4	-22	12	11	-5
SENP7 block	-13	3	6	10	11	3	11	-2	9	-2

31) COc1ccc(-c2nnc3sc(CCN4C(=O)c5ccccc5C4=O)nn23)cc1
32) COc1cccc(CN(C)C(=O)c2ccc(N3CCCC3)c([N+](=O)[O-])c2)c1
33) CCOC(=O)c1n[nH]n2c1nc(=S)c1ccccc12
34) CCOc1ccccc1NC(=O)CN1C(=O)C(C)SC(C)C1=O (stereo not drawn)
35) CCOC(=O)C1CCN(C(=O)CS(=O)Cc2nc(-c3ccc(C)cc3)oc2C)CC1 (stereo not drawn)
36) CSc1nnc(CNC(=O)c2ccccc2)n1-c1ccc(F)cc1
37) COC(C/C=C/[C@H](O)[C@@H](C)OCc1ccccc1)OC
38) CN(C)C(CNC(=O)Cc1ccc([N+](=O)[O-])cc1)c1ccccc1 (stereo not drawn)
39) CC(NC(=O)c1ccc([N+](=O)[O-])o1)C12CC3CC(CC(C3)C1)C2 (stereo not drawn)
40) O=C(Cn1c(=O)oc2ccccc21)NC(=O)NCc1ccco1
Compound	31	32	33	34	35	36	37	38	39	40
SENP8 block-1	15	11	-8	5	-14	8	13	13	20	15
PfG6PD inh	19	0	31	7	8	10	8	-4	9	14
HKDC1 inhibitor	10	-3	-1	-8	-3	-2	-3	1	-3	-4
NLRP3 yeast inh	-1	26	nt	3	3	11	8	12	25	9
SENP8 block-2	-9	-2	nt	-2	-5	-3	2	8	-13	-3
Apaf-1 inh	15	20	nt	2	7	13	-16	-19	16	1
SENP1 FRET inh	0	2	-2	1	-6	4	0	0	-4	-24
SENP6 block	-23	-9	nt	-1	11	4	-2	20	-5	-2
SENP7 block	-16	7	nt	9	-2	4	2	2	4	-6

41) COC(=O)c1ccc(NC(=O)CN2CCOCC2)cc1
42) O=C(CCN1C(=O)S/C(=C/c2ccccc2)C1=O)Nc1ccc(C(=O)O)c(O)c1
43) CC(=O)C1=C(O)C(=O)N(Cc2cccnc2)C1c1ccc(C)cc1 (stereo not drawn)
44) Cc1cccc(NC(=O)CSc2nc(C)c(Cc3ccccc3)c(=O)[nH]2)c1C
45) CCOC(=O)c1cnc2c(C)cccc2c1NCc1ccco1
46) Cc1cccc(NC(=O)c2ccc(OCc3c(C)noc3C)cc2)c1
47) O=c1cnnc(Nc2ccc(Cl)c(C(F)(F)F)c2)[nH]1
48) COc1ccc(C(=O)CSc2nnc(C(CO)NC(=O)c3ccc(OC)cc3)n2C)cc1 (stereo not drawn)
49) CC(C)CC(=O)Nc1c2c(nn1-c1ccc(F)cc1)CSC2
50) CC(Oc1ccccc1)C(=O)NNC(=O)c1ccccn1 (stereo not drawn)
Compound	41	42	43	44	45	46	47	48	49	50
SENP8 block-1	19	5	nt	nt	-260	-2	0	73*	-1	7
PfG6PD inh	-3	-33	nt	nt	22	21	-11	-5	2	3
HKDC1 inhibitor	-3	13	nt	nt	-1	-6	5	-6	-8	-8
NLRP3 yeast inh	3	7	0	-1	25	32	-11	9	8	1
SENP8 block-2	-13	45	5	-1	-10	-20	-3	1	-18	-5
Apaf-1 inh	-8	4	4	7	0	10	2	-9	6	1
SENP1 FRET inh	1	1	nt	nt	0	-1	-1	1	-1	1
SENP6 block	-9	57*	-1	-12	12	-15	18	-5	-9	-3
SENP7 block	-2	10	2	7	-5	-8	10	7	-16	0

51) COP(=O)(OC)C(Nc1ccc([N+](=O)[O-])cc1)c1ccccc1 (stereo not drawn)
52) COc1cc(S(=O)(=O)Nc2ccc(Br)cc2)ccc1N
53) Cc1ccc(CSc2ccc3nnc(-c4cccnc4)n3n2)cc1
54) Cc1ccc(C(=O)Nc2cccc([N+](=O)[O-])c2)cc1S(=O)(=O)Nc1cccc(C(=O)O)c1
Compound	51	52	53	54
SENP8 block-1	27	-254	-32	4
PfG6PD inh	-12	10	-5	-25
HKDC1 inhibitor	2	6	8	-2
NLRP3 yeast inh	15	1	8	8
SENP8 block-2	5	-3	-2	16
Apaf-1 inh	-3	-9	7	5
SENP1 FRET inh	-1	0	-2	-1
SENP6 block	-15	-2	-8	9
SENP7 block	6	0	7	9
